FadD28 binding: inhibitors of FadD28 bisubstrate probe binding, primary screen, biochemical, fluorescence polarization, single point; Mycobacterium tuberculosis FadD28 fatty-acid-AMP ligase; inhibition, % at 12.5 µM; 360,000 tested, 0.22% active; AID 588549, 2011; in the data active = inhibition above about 8.5%, passing the limit was not always enough; inconclusive = no clear call, values can overlap the other calls
PfHsp40 yeast: rescue of yeast from PfHsp40 toxicity, primary screen, S. cerevisiae, ATP luminescence; 340,000 tested, 0.68% active; growth rescue, % at 12.5 µM; S. cerevisiae expressing PfHsp40, growth rescue; AID 504582, 2011; in the data active = growth rescue above about 28%, passing the limit was not always enough; inconclusive = no clear call, values can overlap the other calls;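 also: yeast W303a lacking pdr1 and pdr3 grown in galactose medium; growth measured after three days at 30 °C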
Mtb FBA inh: Mtb FBA enzyme inhibitors, primary screen, biochemical, fluorescence, strain H37Rv. Fructose-bisphosphate aldolase (Mycobacterium tuberculosis (strain ATCC 25618 / H37Rv)), …. purified M. tuberculosis FBA, fluorescence read-out. inhibition, % at 1 µM. 360,000 tested, 2.3% active. AID 588726, 2011; in the data active = inhibition above about 27%;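 also: 0% = vehicle and 100% = reference inhibitor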
Target sequence (P9WQA3 whole entry, looked up): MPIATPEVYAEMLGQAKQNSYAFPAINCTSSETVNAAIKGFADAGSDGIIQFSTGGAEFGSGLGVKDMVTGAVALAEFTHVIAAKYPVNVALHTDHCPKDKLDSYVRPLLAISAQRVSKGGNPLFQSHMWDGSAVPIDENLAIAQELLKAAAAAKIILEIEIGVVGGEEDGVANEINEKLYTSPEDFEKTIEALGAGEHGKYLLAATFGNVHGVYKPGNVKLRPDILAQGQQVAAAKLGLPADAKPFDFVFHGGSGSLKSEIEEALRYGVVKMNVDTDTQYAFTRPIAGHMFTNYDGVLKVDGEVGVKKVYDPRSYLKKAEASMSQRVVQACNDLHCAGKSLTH
Mtb BioA inh: M. tuberculosis BioA enzyme inhibitors, primary screen, biochemical, plate reader, single point, HTS. 7,8-diaminopelargonic acid synthase BioA (Mycobacterium tuberculosis). purified M. tuberculosis BioA enzyme. inhibition, % at 9.99 µM. 360,000 tested, 0.096% active; in the data active = inhibition above about 40%; inconclusive = no clear call, values can overlap the other calls
Mtb UGM inh: M. tuberculosis UGM enzyme inhibitors, primary screen, biochemical, fluorescence polarization, single point. UDP-galactopyranose mutase (Mycobacterium tuberculosis (strain ATCC 25618 / H37Rv)), …. purified UGM, fluorescence polarization probe displacement. inhibition, % at 10 µM. 320,000 tested, 0.06% active; in the data active = inhibition above about 10%, passing the limit was not always enough; inconclusive = no clear call, values can overlap the other calls
Target sequence (P9WIQ1 whole entry, looked up): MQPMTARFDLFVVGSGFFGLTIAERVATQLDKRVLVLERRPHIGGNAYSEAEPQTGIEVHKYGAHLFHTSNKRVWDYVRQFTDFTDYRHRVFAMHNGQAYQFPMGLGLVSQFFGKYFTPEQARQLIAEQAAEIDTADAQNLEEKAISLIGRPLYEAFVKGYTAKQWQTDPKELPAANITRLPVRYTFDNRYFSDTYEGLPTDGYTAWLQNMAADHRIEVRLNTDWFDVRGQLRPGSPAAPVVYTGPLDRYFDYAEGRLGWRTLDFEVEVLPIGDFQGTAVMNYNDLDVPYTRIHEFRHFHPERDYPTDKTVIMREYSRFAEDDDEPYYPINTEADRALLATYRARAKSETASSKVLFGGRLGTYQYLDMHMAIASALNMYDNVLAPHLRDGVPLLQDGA
Y pestis TopoI: Yersinia pestis topoisomerase I inhibitors, primary screen, biochemical, cleavage product accumulation, plate reader, single point. 360,000 tested, 0.064% active. activity, % at 10 µM. Y. pestis Topo-I cleavage product accumulation. DNA topoisomerase I (Yersinia pestis CO92); in the data active = activity above about 50%, passing the limit was not always enough; inconclusive = no clear call, values can overlap the other calls; also: inactives centre near 2
BH1578 lux ind: inducers of Vibrio cholerae quorum light production without autoinducers, primary screen, BH1578 luxS cqsA deficient, single point. activation, % at 18.7 µM. V. cholerae BH1578 lux reporter, luminescence, 6 h. 350,000 tested, 0.16% active; in the data active = activation mostly above about 9.7%, no sharp cut-off; inconclusive = no clear call, values can overlap the other calls; inactive = mostly below about 3.7%; also: not every result past the cut was called active; inactives centre near 0; reference of the scale not given here
TcdB inh: TcdB glycohydrolase inhibitors, primary screen, biochemical, single point, plate reader | TcdB glycohydrolase enzymatic assay | inhibition, % at 9.99 µM | 350,000 tested, 0.24% active | AID 652162, 2013; in the data active = inhibition above about 10%
GDH-TPI inh: GDH-TPI coupling enzyme inhibitors, primary screen, artefact control for M. tuberculosis FBA inhibitor project, biochemical, absorbance, full deck; GDH-TPI coupled enzyme counterscreen, NADH absorbance; inhibition, % at 4.8 µM; 360,000 tested, 1.2% active; AID 588335, 2011; in the data active = inhibition above about 30%;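 also: 0% = DMSO wells and 100% = wells lacking the enzyme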
* hit, by the source's call; i = inactive; ? = inconclusive; . = not tested or not shown; & = joins results of further samples.

compound	FadD28 binding	PfHsp40 yeast	Mtb FBA inh	Mtb BioA inh	Mtb UGM inh	Y pestis TopoI	BH1578 lux ind	TcdB inh	GDH-TPI inh
COc1ccc(-n2nc(C(=O)NCC(=O)N3CC(C)CC(C)C3)c3ccccc3c2=O)c(OC)c1 (stereo unspecified)	0.3	0.4	-1.1	-0.3	-5.6	18.2	i	1.2	-1.9
CCOC(=O)N1CCN(CC(=O)Nc2nnc(C(F)(F)F)s2)CC1	-2.4	-1.9	-4.5	-0.7	2.0	-4.6	1.5	1.4	-3.0
Cc1ccc(S(=O)(=O)N2CCCCC2)cc1NC(=O)CSc1ncccn1	-2.9	0.4	0.8	2.1	-0.4	-4.9	i	0.3	-4.6
O=C1COc2ccc(C(=O)COC(=O)Cc3ccc(F)cc3)cc2N1	-5.9	-1.2	-0.8	-1.6	-0.6	-4.5	i	-0.7	9.2
CC1(C)CC(=O)C(C=NCCCN2CCCC2=O)=C(O)C1	-0.5	-0.4	-1.0	-1.1	1.9	3.2	i	.	13.7
CN(C)c1ccc(/C=C(/NC(=O)c2ccccc2)C(=O)N/N=C/c2ccc([N+](=O)[O-])c(O)c2)cc1	0.8	-0.1	-17.9	0.3	4.6	23.9	i	.	26.3
CC(C)(C)c1ccc(-c2nc(NCc3cccnc3)c3ccccc3n2)cc1	-3.3	4.7	5.2	.	0.6	-3.1	-0.4	.	4.1
Cc1ccc(C2=NN(CC(=O)NCc3ccco3)C(=O)CC2)cc1	-0.8	-0.2	2.4	-3.5	-0.5	-7.6	-0.2	.	4.9
CC1CCc2sc(C(=O)OCC(=O)NCc3ccc(F)cc3)cc2C1 (stereo unspecified)	-0.6	0.6	3.1	.	-1.4	0.2	-0.2	.	6.5
CCOc1ccc(-c2nc(-c3cccs3)c(CC(=O)O)s2)cc1OC	0.7	-1.1	12.3	0.6	-4.1	-0.6	-0.2	0.0	12.4

Next section, overlapping the part above by 2 compounds.
compound	FadD28 binding	PfHsp40 yeast	Mtb FBA inh	Mtb BioA inh	Mtb UGM inh	Y pestis TopoI	BH1578 lux ind	TcdB inh	GDH-TPI inh
CC1CCc2sc(C(=O)OCC(=O)NCc3ccc(F)cc3)cc2C1 (stereo unspecified)	-0.6	0.6	3.1	.	-1.4	0.2	-0.2	.	6.5
CCOc1ccc(-c2nc(-c3cccs3)c(CC(=O)O)s2)cc1OC	0.7	-1.1	12.3	0.6	-4.1	-0.6	-0.2	0.0	12.4
O=C(CSc1nc2ccccc2s1)CSc1nc2ccccc2s1	-5.3	0.3	-2.0	-0.1	-3.1	40.3	1.9	0.9	-1.9
O=C(/C=C/C=C/c1ccccc1)c1ccco1	0.2	-0.1	-1.5	0.4	-1.4	8.0	-0.5	0.5	6.0
CCOc1ccc(NC(=S)N2CCN(C/C=C/c3ccccc3)CC2)cc1	-1.1	-0.9	1.8	.	-5.0	12.0	1.1	0.6	-1.9
CCC(=O)N1CCc2cc(Br)cc(S(=O)(=O)CCC(=O)NCCc3ccccc3)c21	-3.6	1.2	3.7	-0.6	0.1	9.4	-0.4	.	-1.4
Cc1cc(NC(=O)CSc2ccc3nnc(-c4ccc(Cl)cc4)n3n2)no1	-0.9	0.3	11.1	4.0	0.3	-0.3	-4.2	.	-2.1
C[C@@]12C(=O)N(CC3CC3)CC(=O)N1[C@H](/C=C/c1ccccc1)[C@@H]1C(=O)N(c3ccccc3)C(=O)[C@@H]12	-2.1	-0.3	0.0	-0.5	-0.4	-8.6	i	0.8	4.3
COCCCN1CC(=O)N2C(c3ccc(C)cc3)c3[nH]c4ccccc4c3C[C@H]2C1=O (stereo partly specified)	-0.7	-0.6	0.3	0.1	3.5	8.2	1.1	0.6	-3.0
S=c1[nH]ncn1/N=C/c1ccccc1	-2.8	1.3	9.3	0.8	0.7	-9.3	i	.	-8.3
O=C(NCc1ccco1)C(Cc1ccccc1)N1C(=O)c2ccccc2C1=O (stereo unspecified)	0.1	0.8	2.5	0.6	1.1	-1.4	i	.	7.5
COc1ccc(Cl)cc1NC(=O)COC(=O)Cc1cc(OC)c(OC)c(OC)c1	-0.1	-0.1	-0.3	0.2	1.5	20.6	-5.9	1.8	8.5
CCCCn1c(=O)c(C(=O)Nc2ccccc2Cl)c(O)c2ccccc21	0.3	0.2	3.5	-0.5	-1.7	-0.3	0.8	0.3	13.8
CCOc1cc(S(=O)(=O)NCc2cccs2)ccc1Cl	-4.0	2.5	0.5	1.2	-0.6	2.1	0.9	.	7.1
Cc1ccc(C(=O)OCC(=O)NC2CCCCC2)cc1S(=O)(=O)N1CCCCC1	-2.5	-0.2	-4.0	-5.4	.	3.9	i	0.5	1.8
COc1nc(-c2ccccc2Cl)ccc1C#N	-0.1	1.0	3.4	-1.2	-1.0	10.2	-0.5	.	2.4
CCN(CC)C(=O)[C@H]1CC(CC(=O)NCCCN(C)C)C(=O)N2CCc3c([nH]c4ccc(OC)cc34)[C@]12C (stereo partly specified)	-3.3	9.5	0.9	-0.9	.	-0.3	i	0.8	-7.3
O=C1OC(c2ccccc2)C2(CCCC2)C(=O)C12CCCC2 (stereo unspecified)	-1.4	?	0.8	-0.2	-0.1	0.7	-0.3	.	9.1
CC(NC(=O)c1ccc([N+](=O)[O-])cc1Cl)C1CC2CCC1C2 (stereo unspecified)	0.4	-0.4	-1.0	4.3	1.0	-6.4	-0.5	-1.0	-5.3
Cc1cc(C)c(Cn2c(=O)n(CCCC(=O)NCc3ccco3)c(=O)c3sccc32)c(C)c1	-0.7	0.2	-3.0	-2.7	4.1	-4.5	i	.	17.7
CN(C)c1oc(-c2ccccc2Cl)nc1P(=O)(c1ccccc1)c1ccccc1	1.4	1.4	7.9	1.8	-0.6	6.2	-0.3	.	17.7
Ic1ccc(N2CCN(Cc3c[nH]c4ncccc34)CC2)cc1	-3.3	0.3	-0.1	0.9	-3.5	1.4	i	0.9	9.2
COc1ccccc1CNC(=O)COc1ccccc1C	-0.5	0.1	0.2	0.3	-2.4	7.3	-0.3	1.2	8.4
Cc1c(NC(=O)Nc2ccc(Cl)c(Cl)c2)c(=O)n(-c2ccccc2)n1C	-0.3	1.2	-0.1	.	1.7	-1.6	-0.3	.	13.8
Cc1coc2cc3oc(=O)c(CCC(=O)NCCCN4CCOCC4)c(C)c3cc12	-0.7	-1.7	7.3	0.8	-1.7	-2.3	-0.4	0.5	11.8
COc1cc(NC(=O)c2cnc(N)o2)cc(C(=O)Nc2cccc(C(F)(F)F)c2)c1	-5.7&-17.9	1.5	-0.1&0.2	1.8&-0.1	2.4	-2.3&-12.8	-0.7	3.6&0.4	-2.1&17.9
O=C(NC(Cc1c[nH]c2ccccc12)C(=O)NCCCN1CCOCC1)c1cccs1 (stereo unspecified)	-1.7	1.1	0.5	.	-1.3	-5.9	0.0	1.6	3.9
O=C(CSc1ncn[nH]1)Nc1ccc(Cl)c(Cl)c1	-6.6	-0.8	-0.7	1.5	1.0	-3.2	-0.3	.	3.8
COc1cc(-c2cc(N)n(S(=O)(=O)c3ccc(F)cc3)n2)cc(OC)c1OC	-0.4	-1.5	4.6	2.5	0.7	12.7	-0.3	2.2	-0.9
CN(C)c1ccc([C@@H]2[C@@H]([N+](=O)[O-])[C@H]3C=Cc4ccccc4N3[C@H]2C(=O)c2ccc(Cl)cc2)cc1	-1.4	1.5	-7.5	-3.0	0.8	-5.4	1.0	0.7	0.0
NNC(=O)c1ccc2c(c1)S(=O)(=O)NNC2=O	-1.2	1.0	-0.7	.	0.3	2.3	-0.1	0.3	-4.5
O=C(Nc1ccc(-c2nc3ccccc3s2)c(OC(=O)c2ccccc2)c1)c1ccccc1	-0.9	1.8	-3.5	.	-1.1	9.5	-0.1	.	5.6
On1nnc2c3ccccc3c3ccccc3c21	1.0	-0.7	3.1	.	2.3	2.3	1.1	-0.1	6.2
CCN(CC)CCN(C(=O)/C=C/c1cccs1)c1nc2ccc(Cl)cc2s1	1.0	5.3	3.3	-2.4	3.0	9.5	2.7	-2.2	16.8
CC(=O)Nc1ccc(-c2csc(NC(=O)c3ccc(C)o3)n2)cc1	-4.1	1.8	0.1	-0.5	0.9	3.9	.	0.5	2.5
Cc1ccc(/C=C/C(=O)OCC(=O)NCCN2C(=O)CSC2=O)o1	1.1	-1.6	-1.1	.	0.9	4.8	-0.4	4.2	15.5
Cc1ccc(NS(=O)(=O)c2ccc(C(=O)N3CCCN(C)CC3)cc2)cc1	-0.4	1.5	-0.7	0.1	-1.3	9.1	i	.	-1.4
Cc1ccc(CCNC(=O)C2CCC(=O)N(CC3CCCCC3)C2)cc1 (stereo unspecified)	2.1	-0.8	1.2	-0.1	-0.2	32.9	i	0.7	-3.8
CC(C)CCNC(=O)CSc1nc2ccccc2s1	0.1	-1.7	4.3	.	9.9	10.4	i	0.3	-2.2
Cc1onc(-c2ccccc2Cl)c1C(=O)NNC(=O)c1ccccc1F	-2.9	0.6	-5.3	-1.5	-1.9	5.5	-3.1	1.6	4.0
CC(=O)c1cccc(OC(=O)c2ccccc2)c1	-4.8	-0.7	-0.5	.	.	7.8	i	0.1	-4.3
COc1ccccc1C(=O)COC(=O)Cc1c[nH]c2ccccc12	-1.3	-0.1	1.3	1.2	0.6	0.6	i	7.6	5.8
CCc1noc(C)c1C(=O)OCC(=O)NCc1ccccc1OC	.	0.5	5.0	-1.6	1.4	-0.3	-2.6	0.5	4.2
CCOc1ccc(C(=O)N[C@H](C(=O)O)C(C)C)cc1	0.0	-0.4	11.5	-0.9	0.5	8.2	i	.	4.4

Compounds listed so far with a COOH group:
compound	FadD28 binding	PfHsp40 yeast	Mtb FBA inh	Mtb BioA inh	Mtb UGM inh	Y pestis TopoI	BH1578 lux ind	TcdB inh	GDH-TPI inh
CCOc1ccc(-c2nc(-c3cccs3)c(CC(=O)O)s2)cc1OC	0.7	-1.1	12.3	0.6	-4.1	-0.6	-0.2	0.0	12.4
CCOc1ccc(C(=O)N[C@H](C(=O)O)C(C)C)cc1	0.0	-0.4	11.5	-0.9	0.5	8.2	i	.	4.4

An excerpt from above with just TcdB inh, Mtb BioA inh and GDH-TPI inh:
Structure	TcdB inh	Mtb BioA inh	GDH-TPI inh
Cc1onc(-c2ccccc2Cl)c1C(=O)NNC(=O)c1ccccc1F	1.6	-1.5	4.0
CC(=O)c1cccc(OC(=O)c2ccccc2)c1	0.1	.	-4.3
CC(C)CCNC(=O)CSc1nc2ccccc2s1	0.3	.	-2.2
CCN(CC)CCN(C(=O)/C=C/c1cccs1)c1nc2ccc(Cl)cc2s1	-2.2	-2.4	16.8
CCc1noc(C)c1C(=O)OCC(=O)NCc1ccccc1OC	0.5	-1.6	4.2

From PubChem BioAssay
